M1 antag – human M1 muscarinic receptor antagonists, primary screen, CHO-K1 cells, Fluo-8 calcium fluorescence, 1536-well | AID 588852, 2011 | Muscarinic acetylcholine receptor M1 (Homo sapiens), P11229 | inhibition, % at 3 µM | 1.3% of 360,000 active | CHO-K1 hM1, ACh EC80 antagonist;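 active = percent inhibition above its own plate's cutoff, namely the mean of that plate's compound wells plus 3 SD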;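 also: peak over basal fluorescence ratio during 140 s after agonist addition; 0% = ACh EC80 plus DMSO and 100% = DMSO alone without agonist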
TAAR1 ag – human TAAR1 agonists, primary screen, Fluo-8 calcium fluorescence, CHO RD-HGA16 cells; 0.99% of 360,000 active; vehicle wells 0%, saturating PEA agonist 100%; activation, % at 3 µM;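 active = activation above the mean activation of all test compounds in the run plus 3 SD, cut at about 38% in these data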
Target sequence (Q96RJ0 whole entry, looked up): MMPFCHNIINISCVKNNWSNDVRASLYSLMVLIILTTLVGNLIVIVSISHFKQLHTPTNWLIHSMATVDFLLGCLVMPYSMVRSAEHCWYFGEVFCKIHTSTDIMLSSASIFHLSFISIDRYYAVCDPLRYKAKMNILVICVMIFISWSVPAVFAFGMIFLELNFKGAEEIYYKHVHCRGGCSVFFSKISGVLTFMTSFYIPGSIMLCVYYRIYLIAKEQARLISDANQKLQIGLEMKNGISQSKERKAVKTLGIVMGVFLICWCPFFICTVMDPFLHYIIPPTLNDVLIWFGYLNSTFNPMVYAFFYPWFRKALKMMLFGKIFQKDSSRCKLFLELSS
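Test system: RD-HGA16 (CHO) cells co-expressing Gα16 and hTAAR1 | Doses: Single dose, 3 µM | Schedule: 17-24 h seeding, 75 min 37 °C dye, 30 min RT | Evaluation: % activation from peak over basal fluorescence ratio, DMSO-to-PEA scaled | Technique: Kinetic Fluo-8 calcium fluorescence | Benchmarks: Low control DMSO, high control PEA (EC100)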
CHO parental Ca – ATP-evoked calcium signal inhibitors, parental CHO, primary screen, counter-screen for OX1R antagonist project, cell-based, fluorescence, Fluo-8 calcium dye; parental CHO-K1, ATP-induced calcium, Fluo-8 fluorescence; inhibition, % at 5.6 µM; 0.63% of 330,000 active;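 active = inhibition above that plate's mean sample inhibition plus 3 SD, cut at about 26% in these data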;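 also: 0% = ATP-challenged DMSO wells and 100% = DMSO wells without ATP; some compounds past the cut are filed as inactive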
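material = parental CHO cells | also added = ATP as calcium-mobilizing challenge | dosing = single point at 5.6 µM | detection = intracellular calcium via Fluo-8 no-wash fluorescent dye | read-out = % inhibition | benchmarks = low control ATP plus DMSO, high control DMSO only | repeats = one well per compound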
CHRM1 PAM – human M1 muscarinic receptor positive allosteric modulators, primary screen, CHO-K1 cells, Fluo-8 calcium fluorescence, 1536-well. CHO-K1 hM1, ACh EC20; 0% = ACh EC20, 100% = maximal ACh. activation, % at 3 µM. 0.088% of 360,000 active. AID 588819, 2011; in the data active = activation above about 19%, passing the limit was not always enough
M1 ag parental – counter-screen for M1 agonists: effect in parental CHO-K1 cells; 0.48% of 360,000 active; activation, % at 3 µM; AID 602248, 2012; Fluo-8 calcium fluorescence; scaled to maximal ATP response, vehicle zero; in the data active = activation above about 15%;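 also: untransfected CHO-K1 host cells lacking M1 receptor as counterscreen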
TAAR1 antagonist – human TAAR1 antagonists, primary screen, Fluo-8 calcium fluorescence, CHO RD-HGA16 cells; Trace amine-associated receptor 1 (Homo sapiens), Q96RJ0; antagonist; inhibition, % at 3 µM; 1.5% of 360,000 active; AID 624466, 2012;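 active = inhibition above a per-plate cutoff, the mean inhibition of test compounds on that plate plus 3 SD, cut at about 49% in these data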;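 also: 0% = DMSO plus EC80 beta-PEA response and 100% = DMSO alone without agonist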
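Test system: hTAAR1-expressing CHO RD-HGA16 cells, Gα16-coupled; Probe or stimulus: EC80 β-phenethylamine stimulus; Compound dosing: single nominal final test compound concentration of 3 µM; Timing: 140 s kinetic read after compound, 140 s after agonist; Signal: Fluo-8 calcium-sensitive fluorescence; Measure: % inhibition of agonist calcium response; Controls: DMSO and EC80 PEA controls.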
M1 ag – human M1 muscarinic receptor agonists, primary screen, Fluo-8 calcium fluorescence, CHO-K1 cells, HTS; Muscarinic acetylcholine receptor M1 (Homo sapiens), P11229; activation, % at 3 µM; CHO-K1 hM1, agonist mode; 0% DMSO, 100% acetylcholine EC100; AID 588814, 2011; 0.33% of 360,000 active;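 active = activation above the run's mean compound activation plus 3 SD, cut at about 16% in these data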;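 also: peak over basal fluorescence ratio within a 140 s kinetic read after compound addition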
M1 PAM parental – nonselective calcium activators in parental CHO-K1 cells, primary screen, counter-screen for M1 PAM project, cell-based, Fluo-8 calcium fluorescence, full deck, 1536-well. activation, % at 3 µM. AID 602247, 2012. ATP EC20; 0% at ATP EC20, 100% at ATP max. 0.02% of 360,000 active;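 active = activation above the run cutoff, the mean activation of all test compounds plus 3 SD, cut at about 40% in these data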;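 also: peak over basal fluorescence ratio in a 140 s read after ATP addition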
CHO-K1 Ca antag – nonselective inhibitor or artifact in parental CHO-K1 cells | 0.6% of 360,000 active | ATP-induced calcium, Fluo-8 fluorescence | inhibition, % at 3 µM;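 active = inhibition above a per-plate cutoff, the plate's mean sample inhibition plus 3 SD, cut at about 24% in these data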;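 also: 0% = DMSO plus EC80 ATP and 100% = DMSO alone without ATP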
The depositor's hits bear a star; / = not tested or not shown.

nr | Compound | M1 antag | TAAR1 ag | CHO parental Ca | CHRM1 PAM | M1 ag parental | TAAR1 antagonist | M1 ag | M1 PAM parental | CHO-K1 Ca antag
1 | CC(NC(=O)CCCc1c[nH]c2ccccc12)c1ccc(F)cc1 (stereo not given) | -10 | 2 | -15 | 17 | 3.0 | -16 | -2 | 20 | -18
2 | COc1ccccc1C(=O)Nc1ccccc1SC(=O)c1ccccc1OC | 6 | 2 | 19 | -2 | 4.2 | 14 | 4 | 17 | -8
3 | COCCn1c(N)c(N(Cc2ccccc2)C(=O)c2ccc(-c3ccc(Cl)cc3)o2)c(=O)[nH]c1=O | -2 | 4 | -33 | 3 | 2.3 | 6 | -4 | -7 | -13
4 | O=C(c1ccccc1)c1c[nH]c2cc3c(cc2c1=O)OCCO3 | -3 | 3 | -6 | 4 | 0.3 | -4 | -4 | 9 | -4
5 | Cc1cc(=O)[nH]c2c1c(C)nn2C(C)(C)C | -4 | 1 | -11 | 7 | 2.0 | -17 | -3 | 24 | -18
6 | CCC(C(=O)O/N=C(\N)c1cccc(C)c1)c1ccccc1 (stereo not given) | -12 | 14 | -9 | -2 | -0.8 | -12 | -2 | -6 | 21
7 | CCN(Cc1ccccc1)C(=O)CN1C(=O)c2ccccc2S1(=O)=O | -6 | 1 | -15 | 2 | 1.6 | -13 | -2 | 6 | -6
8 | CN(C)C(=O)CNc1ccn2nc(-c3cccc(Cl)c3)cc2n1 | 11 | 0 | / | -4 | 0.7 | 9 | -6 | -6 | -7
9 | CN1C(=O)C(C)(C)c2cc(S(=O)(=O)N(C)Cc3ccccc3)ccc21 | 6 | 5 | 1 | -11 | 2.4 | 11 | -2 | -3 | 14
10 | CC1CCN(C(=O)c2[nH]cnc2C(=O)Nc2ccc(Cl)cc2)CC1 | -1 | 2 | -19 | -2 | 0.3 | -11 | -5 | 7 | -20
11 | Cc1ccc(S(=O)(=O)N2CCC(C(=O)NC3CCCCC3C)CC2)cc1 (stereo not given) | -4 | -1 | -6 | 3 | 0.7 | -6 | -5 | 14 | -17
12 | Cc1ccc(C(=O)NCC(=O)N2CCCN(S(=O)(=O)c3ccc(C)cc3)CC2)cc1 | -10 | 0 | / | 9 | -0.4 | 1 | 0 | -25 | 11
13 | CC(C)(C)c1nnc(NC(=O)C2CCN(c3ncccn3)CC2)s1 | -11 | 4 | -4 | 7 | 2.4 | -7 | -3 | 25 | -4
14 | O=C1NC[C@H](CCCCN2CCN(CCc3ccccc3)C(=O)C2=O)N(CC2CCCCC2)C1=O | / | 2 | / | / | 0.8 | 7 | / | 8 | -7
15 | CC(C)c1ccc(NC(=O)C2CCC(CNC(=O)[C@@H]3Cc4ccccc4CN3)CC2)cc1 (stereo not given in full) | 3 | 17 | 3 | -4 | 4.2 | 20 | 1 | 3 | 4
16 | O=C1CN(C(=O)OCc2ccccc2)c2ccccc2N1 | -28 | 10 | 1 | 10 | 1.7 | -6 | -3 | 16 | 1
17 | Oc1cc2c(cc1O)CN(C(=S)NCCc1ccc(Cl)cc1)CCC2 | 16 | 6 | -3 | -12 | 1.8 | -2 | -4 | -5 | 1
18 | Cc1ccc(C(=O)Nc2ccc(N3CCN(C)CC3)nc2)cc1 | -7 | 1 | 2 | 7 | 1.3 | -12 | -5 | 10 | -13
19 | O=C(Nc1cc(S(=O)(=O)N2CCOCC2)ccc1O)c1ccc(NS(=O)(=O)c2ccc(Cl)s2)cc1 | 1 | 0 | 12 | 3 | -0.5 | 11 | -3 | -4 | 5
20 | O=C1CCCc2ccc3ccccc3c21 | -10 | 1 | / | 1 | 0.0 | -16 | -8 | 8 | -16
21 | CN(C1CCCCC1)S(=O)(=O)c1ccc(NC(=S)NC(=O)c2cccs2)cc1 | 18 | 14 | -13 | -9 | 1.3 | -3 | -5 | 8 | 0
22 | CC(=O)Nc1ccc(SCC(=O)NNC(=O)CN(C)S(=O)(=O)c2ccc(C)cc2)cc1 | -6 | 2 | / | 3 | 0.7 | 0 | -1 | -9 | -2
23 | O=C(Nc1c2c(nn1-c1ccc(Cl)cc1)CS(=O)(=O)C2)c1ccccc1 | -4 | 5 | -5 | 5 | 0.6 | -35 | -1 | -4 | -2
24 | O=C(Cc1coc2ccc3ccccc3c12)NCc1ccccc1 | 5 | 7 | -16 | -13 | 0.1 | -1 | -7 | 17 | -3

By substructure: the compounds so far with a Cl atom.
nr | Compound | M1 antag | TAAR1 ag | CHO parental Ca | CHRM1 PAM | M1 ag parental | TAAR1 antagonist | M1 ag | M1 PAM parental | CHO-K1 Ca antag
3 | COCCn1c(N)c(N(Cc2ccccc2)C(=O)c2ccc(-c3ccc(Cl)cc3)o2)c(=O)[nH]c1=O | -2 | 4 | -33 | 3 | 2.3 | 6 | -4 | -7 | -13
8 | CN(C)C(=O)CNc1ccn2nc(-c3cccc(Cl)c3)cc2n1 | 11 | 0 | / | -4 | 0.7 | 9 | -6 | -6 | -7
10 | CC1CCN(C(=O)c2[nH]cnc2C(=O)Nc2ccc(Cl)cc2)CC1 | -1 | 2 | -19 | -2 | 0.3 | -11 | -5 | 7 | -20
17 | Oc1cc2c(cc1O)CN(C(=S)NCCc1ccc(Cl)cc1)CCC2 | 16 | 6 | -3 | -12 | 1.8 | -2 | -4 | -5 | 1
19 | O=C(Nc1cc(S(=O)(=O)N2CCOCC2)ccc1O)c1ccc(NS(=O)(=O)c2ccc(Cl)s2)cc1 | 1 | 0 | 12 | 3 | -0.5 | 11 | -3 | -4 | 5
23 | O=C(Nc1c2c(nn1-c1ccc(Cl)cc1)CS(=O)(=O)C2)c1ccccc1 | -4 | 5 | -5 | 5 | 0.6 | -35 | -1 | -4 | -2

Bioassay records deposited in PubChem by The Scripps Research Institute Molecular Screening Center.
